V-ATPase pHluor – regulators of yeast V-ATPase proton transport; S. cerevisiae, pHLuorin cytosolic pH fluorescence; actives 0.37% (n = 350,000); response, % at 10 µM; in the data active = response mostly above about 7.3%, no sharp cut-off; inactive = mostly below about 5.4%; also: actives read high; inactives centre near 0; some compounds called inactive have numbers as strong as hits; reference of the scale not given here
NSD2 inh – inhibitors of human histone methyltransferase NSD2; AID 743445; NSD2 peptide methylation, AlphaScreen, 120 min; inhibition, % at 12.5 µM; actives 0.54% (n = 310,000); O96028; in the data active = inhibition above about 50%
Target sequence (O96028 whole entry, looked up): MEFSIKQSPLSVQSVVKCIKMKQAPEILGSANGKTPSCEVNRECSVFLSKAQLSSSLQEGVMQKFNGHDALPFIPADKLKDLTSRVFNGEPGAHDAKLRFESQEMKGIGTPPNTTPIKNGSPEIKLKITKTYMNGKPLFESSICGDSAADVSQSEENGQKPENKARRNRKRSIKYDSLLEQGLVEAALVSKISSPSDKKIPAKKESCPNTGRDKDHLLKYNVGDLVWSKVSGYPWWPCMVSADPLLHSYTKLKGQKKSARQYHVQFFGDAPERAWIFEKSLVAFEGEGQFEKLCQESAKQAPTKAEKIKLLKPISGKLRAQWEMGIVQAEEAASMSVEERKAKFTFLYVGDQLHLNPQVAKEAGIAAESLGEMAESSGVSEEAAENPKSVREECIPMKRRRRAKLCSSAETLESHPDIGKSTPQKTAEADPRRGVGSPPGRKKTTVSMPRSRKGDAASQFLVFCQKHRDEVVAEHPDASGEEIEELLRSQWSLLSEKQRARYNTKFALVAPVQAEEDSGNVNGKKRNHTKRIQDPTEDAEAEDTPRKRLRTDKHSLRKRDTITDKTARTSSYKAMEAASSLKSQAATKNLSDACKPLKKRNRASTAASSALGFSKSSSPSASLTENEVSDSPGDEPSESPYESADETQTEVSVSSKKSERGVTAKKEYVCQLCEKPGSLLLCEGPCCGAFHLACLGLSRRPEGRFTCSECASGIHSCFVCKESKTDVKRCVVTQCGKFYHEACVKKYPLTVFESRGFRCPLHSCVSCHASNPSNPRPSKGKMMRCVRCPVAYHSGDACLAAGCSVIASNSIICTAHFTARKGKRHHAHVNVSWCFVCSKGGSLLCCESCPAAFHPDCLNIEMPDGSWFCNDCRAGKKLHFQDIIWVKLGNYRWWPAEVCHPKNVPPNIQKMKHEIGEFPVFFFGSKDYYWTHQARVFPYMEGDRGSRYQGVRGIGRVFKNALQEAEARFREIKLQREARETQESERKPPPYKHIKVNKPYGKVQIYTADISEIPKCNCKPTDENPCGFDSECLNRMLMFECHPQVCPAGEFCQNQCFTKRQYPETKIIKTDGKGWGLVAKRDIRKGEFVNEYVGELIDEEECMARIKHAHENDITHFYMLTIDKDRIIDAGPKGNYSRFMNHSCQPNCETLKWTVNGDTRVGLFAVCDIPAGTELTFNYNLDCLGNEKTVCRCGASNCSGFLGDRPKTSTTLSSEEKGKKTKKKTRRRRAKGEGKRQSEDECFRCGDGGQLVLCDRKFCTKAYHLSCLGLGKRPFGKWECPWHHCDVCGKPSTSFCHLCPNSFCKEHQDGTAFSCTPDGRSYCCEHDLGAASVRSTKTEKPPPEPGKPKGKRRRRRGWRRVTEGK
SR-BI HDL uptake – blocks mouse SR-BI lipid uptake from DiI-HDL | actives 0.96% (n = 320,000) | Q61009 | AID 488896 | ldlA[mSR-BI] CHO cells, DiI-HDL uptake fluorescence, 3 h | inhibition, % at 12.5 µM;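 active = mean replicate inhibition of at least 70% and a set share of replicates each scoring 70 or more; inconclusive = meets just one of the two criteria; inactive = fails both criteria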;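 also: 0% = median of neutral control wells and 100% = median of positive control wells; values of inactives mirror those of a sister screen read the other way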
MITF act – increases MITF-driven TRPM1 promoter luciferase signal; SK-MEL-5 TRPM1-promoter luciferase, 24 h; % of positive control, neutral wells = 0; activation, % at 12.5 µM; actives 0.75% (n = 300,000);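 active = mean activation of at least 80% with every replicate also reaching 80%; inconclusive = mean reaches 80% but some replicate falls short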;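 also: 0% = neutral control wells and 100% = parthenolide positive control wells; values of inactives mirror those of a sister screen read the other way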
dFosB activator – activators of mouse delta FosB homodimer; P13346; purified delta FosB, TAMRA-CDK5 oligo fluorescence polarization; percent of positive-control signal above neutral wells; activation, % at 25 µM; actives 0.99% (n = 340,000); AID 493131;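 active = mean activation above about 17%, with every replicate also reaching it, limit read from the data, passing the limit was not always enough; inconclusive = only one of the two conditions met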;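 also: fluorescence polarization rise as delta FosB binds a TAMRA Cdk5 AP-1 oligo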
PvdQ acylase – P. aeruginosa PvdQ acylase inhibition | actives 0.063% (n = 340,000) | AID 488965 | inhibition, % at 10 µM | purified PvdQ acylase, fluorescence plate reader; in the data active = inhibition above about 30%, passing the limit was not always enough; inconclusive = no clear call, values can overlap the other calls;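 also: 0% = vehicle neutral wells and 100% = reference inhibitor wells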
Wnt act – activators of Wnt/beta-catenin signaling. Wnt/beta-catenin reporter cell assay, activator, plate reader. activation, % at 9.35 µM. actives 1.2% (n = 300,000). AID 743398; in the data active = activation above about 30%, passing the limit was not always enough; inconclusive = no clear call, values can overlap the other calls;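 also: 0% = neutral control wells and 100% = positive control wells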
HTR5A ag ctr – activates human HTR5A in OPRM1-OPRD1 agonist counter-screen | P47898 | HTR5A agonist assay, luminescence, cell-based | activation, % at 9.3 µM | actives 0.61% (n = 340,000); in the data active = activation mostly above about 9.5%, no sharp cut-off; inactive = mostly below about 7.6%;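 also: 0% = cells with vehicle only and 100% = reference agonist; strong numbers were not always called active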
HTR5A inv ag – inverse agonist of human HTR5A in OPRM1-OPRD1 counter-screen. actives 0.083% (n = 340,000). P47898. HTR5A cell line, luminescence, inverse agonism. inhibition, % at 9.3 µM; in the data active = inhibition mostly above about 23%, no sharp cut-off; inactive = mostly below about 18%;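 also: 0% = cells with DMSO and 100% = no-cell wells with DMSO; some compounds called inactive have numbers as strong as hits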
CDK5 inh – blocks human CDK5/p35 kinase activity; AID 488839; inhibition, % at 10 µM; Recombinant CDK5/p35, ADP-Glo luminescence, 60 min; actives 0.01% (n = 330,000);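 active = highest replicate inhibition of at least 50% and at least 75% of replicates reaching 50%; inconclusive = only one of the two criteria met; inactive = both criteria failed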;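 also: plate controls were DMSO neutral control for no effect and GW8510 at 10 µM for full effect; many of its hits are not listed in these tables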
* marks the source's active call; other numbers are inactive results; ? = inconclusive; · = not tested or not shown.

SMILES	V-ATPase pHluor	NSD2 inh	SR-BI HDL uptake	MITF act	dFosB activator	PvdQ acylase	Wnt act	HTR5A ag ctr	HTR5A inv ag	CDK5 inh
Cc1cccc2cc(-c3nc4c(C)cccn4c3NCc3ccco3)c(=O)[nH]c12	-0.1	-0.3	-8.1	-5.1	-2.4	-17.1	-0.8	10.4	-28.7	0.0
Cc1ccc(S(=O)(=O)/N=S(/c2ccccc2)C(C)C)cc1 (centres undefined)	0.9	-0.8	-25.2	·	-1.5	-10.2	?	-6.0	-0.6	1.7
CCCCCN1CC(O)=C(c2ccccc2)C1=N	-2.0	0.0	1.1	3.5	-3.8	-5.1	-0.5	4.4	-17.3	0.5
NCCc1nc(-c2ccccc2)cs1	0.8	-1.0	-13.7	11.5	-10.1	8.6	-0.4	3.4	-9.3	0.8
O=C(Nc1nc(=O)c2ccccc2s1)c1ccccc1	-1.2	·	-6.5	23.2	-2.4	0.6	39.1*	3.5	-4.5	0.1
O=C(NCc1ccccc1Cl)c1ccc(S(=O)(=O)NCc2ccco2)cc1	0.0	17.8	18.5	0.6	-6.9	-4.0	2.8	3.0	10.4	-1.0
CC(C)(C)C(=O)N1NC(=Nc2ccccc2)SC1(C)C	1.4	-0.1	9.8	·	-5.3	-12.0	1.1	6.3	0.4	0.4
COc1ccc(NC(=O)CSc2nnc(-c3ccccn3)n2N)cc1	2.6	-0.9	-6.6	0.4	6.1	-17.5	·	0.9	1.3	-0.6
Cc1ccc(C)c2[nH]c(=O)c(CN(Cc3cccs3)C(=S)NCc3ccco3)cc12	-0.4	-1.3	-13.2	7.3	-6.5	-9.4	·	-0.4	-4.1	-1.3
O=C(Nc1cccnc1)c1ccc2snnc2c1	-70.5	3.6	-3.9	-0.1	-10.0	0.8	·	-0.4	-20.1	0.6
O=S(=O)(c1cc(-c2nnc(-c3ccc(Br)cc3)o2)ccc1Br)N1CCCCCC1	-0.1	·	22.4	-8.6	-0.9	2.5	-0.8	-0.6	2.1	-1.4
O=C1C=C(c2cccc(CO)c2)C[C@@H](c2ccc(F)cc2)C1	-1.4	·	14.1	-0.7	3.3	-1.6	-1.7	-4.8	-12.5	2.5
CCN(CC)CCOC(=O)c1ccc(NC(=O)CSc2nnc(-c3cccs3)n2CC)cc1	-0.3	2.1	11.8	26.7	-11.1	-12.1	0.1	0.7	-2.0	0.3
COC(=O)[C@H](Cc1ccc(O)cc1)NC(=O)Cn1ccc(NC(=O)OCc2ccccc2)nc1=O	1.2	·	-1.7	·	-4.5	-9.2	0.5	2.4	-6.9	-0.9
CN(C(=O)CSc1nc(C2CC2)n(-c2ccccc2)n1)C1CCS(=O)(=O)C1 (centres undefined)	-2.8	22.5	-39.0	-2.9	-4.0	1.1	0.7	1.5	14.1	1.0
CC(C)=NOc1nc(NC(=O)NS(=O)(=O)c2ccccc2Cl)nc(N(C)C)n1	-1.1	-0.2	-21.2	·	0.3	-3.6	0.8	3.3	1.1	-4.5
O=S(=O)(Cc1ccccc1)Nc1ccccc1Br	2.2	-1.3	-6.4	6.2	-4.2	-3.6	0.7	0.6	21.3	0.5
C=CCOC(=O)C(C#N)c1nc2ccccc2nc1N1CCN(c2ccccc2OC)CC1 (centres undefined)	-1.2	-0.2	81.8*	8.3	-12.2	-8.5	·	0.4	-1.0	0.7
C=CCn1c(SCCN2CCCC2)nc2c([nH]c3ccccc32)c1=O	-1.3	5.3	3.7	1.7	-4.5	-9.0	-2.7	-1.6	18.4	-1.7
O=C(NCCN1CCN(c2cccc(Cl)c2)CC1)c1cccn2c(=O)c3ccccc3nc12	2.2	-3.3	·	-2.1	-2.2	11.0	-2.6	-0.5	-2.5	-0.9
CCN(CC)S(=O)(=O)c1ccc(N2CCOCC2)c(NC(=O)C2COc3ccccc3O2)c1 (centres undefined)	-1.9	0.0	9.6	-10.2	-10.2	-13.6	1.2	-1.3	3.4	-1.0
Cc1cccc(COC(=O)C(Cc2ccccc2)NC(N)=O)c1 (centres undefined)	-2.2	17.4	0.8	-7.8	-3.9	-12.9	4.2	-4.5	10.8	-0.3
COc1ccc(NS(=O)(=O)c2c(C)[nH]c(C)c2C(=O)N2CCCCC2)cc1Cl	-1.2	5.2	10.5	-9.6	-4.3	2.6	-0.8	1.0	-3.9	-0.6
COc1ccc(-c2cc(-c3ccco3)[nH]c(=O)c2C#N)cc1OC	1.3	·	·	2.5	-28.2	-6.2	-0.1	0.7	9.1	-3.9

Of the compounds above, these have bromine:
SMILES	V-ATPase pHluor	NSD2 inh	SR-BI HDL uptake	MITF act	dFosB activator	PvdQ acylase	Wnt act	HTR5A ag ctr	HTR5A inv ag	CDK5 inh
O=S(=O)(c1cc(-c2nnc(-c3ccc(Br)cc3)o2)ccc1Br)N1CCCCCC1	-0.1	·	22.4	-8.6	-0.9	2.5	-0.8	-0.6	2.1	-1.4
O=S(=O)(Cc1ccccc1)Nc1ccccc1Br	2.2	-1.3	-6.4	6.2	-4.2	-3.6	0.7	0.6	21.3	0.5

(more compounds)
SMILES	V-ATPase pHluor	NSD2 inh	SR-BI HDL uptake	MITF act	dFosB activator	PvdQ acylase	Wnt act	HTR5A ag ctr	HTR5A inv ag	CDK5 inh
O=C(O)c1ccccc1C(=O)NCC(O)c1ccccc1 (centres undefined)	5.6	-0.3	0.3	8.3	5.2	-20.8	-1.4	-1.4	-4.6	1.3
CC1=C(C(=O)Nc2ccc(Br)cc2)C(c2ccco2)NC(=O)N1 (centres undefined)	-0.2	0.7	-2.9	-9.2	-0.1	-6.6	-1.9	-1.3	8.7	3.9
COc1ccc(C(=O)NCC(C)CN(C)C)cc1 (centres undefined)	0.3	6.5	·	-0.4	-4.1	-11.7	-2.9	-4.1	10.2	-0.8
CCc1nnc(NC(=O)CSc2nnc(-c3cc4ccccc4cc3O)n2CCOC)s1	-3.9	8.0	·	·	-6.6	-7.3	-4.3	1.0	-3.1	0.0
O=C(N1CCOCC1)N1CCc2ccccc21	2.4	1.4	12.7	-10.8	-0.3	-10.4	-0.6	4.1	-15.2	-0.9
COc1ccc(C2C(C#N)=C(N)Oc3c2ccc2cccnc32)cc1OC (centres undefined)	3.6	1.9	-40.7	-17.7	-7.3	-10.6	-3.1	2.6	-6.6	0.0
O=C(Cc1ccccc1F)OCC(=O)N1CCN(C(=O)c2ccco2)CC1	-5.2	-0.3	-16.4	2.9	-4.1	1.8	2.0	2.8	8.1	-0.6
Cc1oc(-c2ccccc2Cl)nc1CS(=O)CC(=O)NCc1cccs1 (centres undefined)	0.3	·	5.9	·	-6.1	-4.4	-1.0	5.5	12.3	1.1
COC(=O)c1cccc(NS(=O)(=O)c2ccc(NC(C)=O)cc2)c1C	-0.5	-1.4	-7.8	·	-4.3	9.2	·	-1.4	3.9	1.8
Cc1ccsc1C(=O)OCc1nnc(-c2ccccc2)o1	-1.8	-3.9	-4.7	95.9*	-5.1	-3.7	13.2	-6.8	17.2	-1.8
CC(C)c1ccc(N2C(=O)C(Cl)=C(N3CCOCC3)C2=O)cc1	-0.1	-3.1	·	-12.4	-1.6	7.0	1.1	-3.1	8.3	-0.2
CCNC(=O)COC(=O)c1ccc(-n2nc(C)cc2C)cc1	4.5	-2.3	10.9	-7.7	-0.6	3.6	-2.9	0.1	-0.2	0.0
CS/C(=N\S(=O)(=O)c1cccs1)Nc1ccc(F)c(Cl)c1	-3.9	-0.7	-21.3	-9.5	-2.9	11.3	0.3	2.9	-9.8	-1.4
COc1ccc(OCCC(=O)NCc2ccccc2)cc1	0.5	-1.9	-25.4	16.9	-0.3	-5.6	1.6	-1.6	-9.6	0.9
CC(CN1CCN(C)CC1)OC(=O)c1ccccc1Cl (centres undefined)	0.2	3.4	-2.1	-7.9	-0.4	-5.7	·	0.9	-30.1	0.4
CC1(C)CC(CCC(=O)NC(=S)Nc2ccccc2Cl)C(=O)O1 (centres undefined)	-0.3	-2.0	-22.0	7.3	-0.9	-11.1	-7.4	-3.1	8.3	0.1
O=C(/C(=N\Nc1ccccc1)Sc1nnnn1-c1ccccc1)c1ccccc1	1.5	2.3	-8.9	0.5	-5.2	-5.6	-0.7	5.1	-21.8	-6.7
CC/C(=N\NC(=O)Nc1nonc1N)c1ccc(OC)c(OC)c1	-2.7	-1.8	2.0	5.5	7.9	-16.5	0.8	8.8	-9.5	0.6
Cc1cccc(C=Nc2ccc3c(c2)oc2ccccc23)c1O	-2.1	-1.0	11.6	66.2	-4.2	-6.3	6.7	0.4	-0.5	-1.4
CN1CCN(Cc2nc(Cc3cccc(F)c3)no2)CC1c1ccccc1 (centres undefined)	-4.1	-0.1	-33.8	-0.7	2.0	-13.6	-1.7	-5.4	14.0	-0.6
CC(C)NC(=O)C(OC(=O)c1ccccc1)C(OC(=O)c1ccccc1)C(=O)O (centres undefined)	-3.2	0.2	1.9	·	3.9	1.6	·	-0.8	6.7	-0.5
O=S(=O)(c1cccs1)N1CCN(CCc2ccccc2)CC1	1.6	-3.7	-4.4	2.0	-3.6	4.9	0.5	1.3	-21.2	-0.3
CC1(C)Cc2c(sc(NC(=O)c3ccc4c(c3)OCCO4)c2C(N)=O)C(C)(C)N1	1.6	0.0	-27.0	1.3	-27.8	-1.9	2.4	6.2	-15.9	-0.7
COc1ccc(-c2[nH]c3ccccc3c2SCCNC(=O)c2ccccc2)cc1	-1.2	·	25.7	·	4.0	-8.3	-4.5	-0.4	-2.8	-1.6
CCn1c(=O)[nH]c2ccccc2c1=O	0.3	4.5	-26.2	·	3.6	8.0	-2.1	-0.1	12.0	-1.1
O=C1CC(c2nc3ccccc3[nH]2)CN1c1cccc(C(F)(F)F)c1 (centres undefined)	0.8	·	·	8.8	-6.3	-18.8	-4.0	9.3	-26.1	0.0
COCCn1c(C)cc(C(=O)COc2nc3ccccc3nc2C)c1C	-1.4	·	-3.8	-15.3	-6.8	1.0	-4.3	-3.0	-26.8	-0.3
CC1(C)CC(C)(O)P(=O)(c2ccccc2)O1 (centres undefined)	-1.1	-0.7	8.6	-3.9	5.6	1.6	·	-5.1	-5.0	3.6
CCN1C(=O)[C@H]2[C@H]3CN=C(SCc4ccc(Cl)cc4)N3[C@@](CC)(C(=O)OC)[C@H]2C1=O	-1.4	·	-11.8	-3.8	-8.2	3.7	-1.0	-0.6	1.9	6.6
Cc1ccc(C2NC(=O)c3ccccc3O2)cc1 (centres undefined)	-1.9	-3.2	6.8	·	-0.3	-10.9	0.0	4.8	17.0	1.0
FC(F)(F)c1ccc(N2CCN(c3ncnc4c3nnn4Cc3ccccc3)CC2)nc1	-1.4	0.6	2.9	-4.6	-4.9	-15.6	·	6.6	-1.0	-0.4
O=C(N/N=C/c1ccccn1)c1ccncc1	-1.4	-3.6	14.1	1.9	3.6	-21.2	-0.6	0.9	-3.4	-1.6
O=C(CN1C(=O)c2ccccc2S1(=O)=O)NCCSC1CCCCC1	-4.9	-1.0	-1.4	·	-9.1	-18.0	-0.6	3.2	4.0	-2.8
O=C1C(Cl)=C(NCCc2ccccc2)C(=O)N1CCc1ccccc1	-3.0	0.5	11.5	50.3	-0.8	-2.3	8.2	2.2	-1.0	-0.1
CN(C)S(=O)(=O)c1ccc(/C(O)=C2/C(=O)C(=O)N(Cc3cccnc3)C2c2ccncc2)cc1 (centres undefined)	-6.7	1.2	-30.2	7.2	-0.4	11.5	2.1	-3.4	10.7	0.3
Cc1ccc(OCC(=O)N2CCCCCC2)c(C)c1	-1.9	0.4	25.8	35.7	-0.7	3.9	4.2	2.8	2.0	0.0

Screens as filed in PubChem.
